Assay outcomes from PubChem BioAssay.
15-hLO-2 inh: inhibitors of human 15-lipoxygenase 2 (ALOX15B); O15296; purified 15hLO-2, xylenol orange hydroperoxide absorbance; Potency, µM (doses to about 57.1 µM), without a hit: at the highest dose activity change, negative = inhibition, hits mostly inhibitors; 110,000 tested, 0.56% active; AID 881; note: potency is the fitted concentration of half-maximal effect; nearly all actives have a fitted effect of over 60% in size; many of its hits are not listed in these tables
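Read-out: hydroperoxide product oxidises ferrous iron, measured as xylenol orange complex via the 573-to-405 nm absorbance ratio after 30 min. Reaction: 50 nM enzyme, 15 min compound preincubation, 45 uM arachidonic acid, 90 min RT, Hepes pH 7.5 with Triton X-100.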
IMPase cell inh: membrane-permeable compound that blocks inositol monophosphatase | inhibition (IP1 accumulation), % at 46.1 µM | P97697 | CHO-M1 cells, IP1 accumulation, HTRF TR-FRET ratio | 120,000 tested, under 10 active; active = well fitted curve in the direction sought with a large enough effect in the signal ratio, not every such curve was filed as active; inconclusive = small, poorly fitted or top-dose-only effect, or a change in a side signal; inactive = no such curve, though single readings can be large or run the other way; the % refers to the signal ratio;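 note: cells stimulated with carbachol in lithium chloride buffer; plate controls were DMSO basal wells for no effect and reference inhibitor wells for full effect; higher means more IMPase inhibition seen as more IP1 and lower FRET ratio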
Target sequence (P97697 whole entry, looked up): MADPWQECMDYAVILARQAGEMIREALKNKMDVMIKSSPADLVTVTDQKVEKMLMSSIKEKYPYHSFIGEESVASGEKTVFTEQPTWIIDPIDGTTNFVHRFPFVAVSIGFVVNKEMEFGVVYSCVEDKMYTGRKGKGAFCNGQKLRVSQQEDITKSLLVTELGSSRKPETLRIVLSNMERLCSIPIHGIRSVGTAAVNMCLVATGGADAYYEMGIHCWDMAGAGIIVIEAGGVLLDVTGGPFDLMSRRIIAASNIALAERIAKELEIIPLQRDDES
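Seeded CHO-M1 cells were dosed with compound at up to 46 uM, stimulated with carbachol for 30 min, then lysed in IP-One detection reagents. Higher IP1 lowers the TR-FRET signal.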
PNC assembly inh: perinucleolar compartment assembly inhibition. 140,000 tested, 3.1% active. PC3M PTB-GFP, PNC prevalence imaging, 16 h; stronger effect = lower value. activity change (PNC), negative = inhibition, % at 10 µM;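 active = readout at or below -70, meaning at least 70% loss of cells showing the perinucleolar compartment, a nuclear body marking cancer cells; inconclusive = readout between -30 and a set limit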;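 note: plate controls were DMSO wells for no effect and camptothecin positive control wells for full effect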
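PC3M cells stably expressing PTB-GFP, 750–1000 cells/well, treated 16 h at 37 °C with compound (23 nl of library stock), in duplicate. After paraformaldehyde fixation and Hoechst stain, imaged at 20x; PNC prevalence scored by image analysis.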
12-hLO inh: inhibitors of human 12-lipoxygenase (ALOX12). P18054. purified 12-hLO, xylenol orange hydroperoxide absorbance. Potency, µM (titrated, usually from 57.1 µM), inactives show at the top dose activity change, negative = inhibition, actives largely listed as inhibitors. 150,000 tested, 0.12% active. AID 1452; note: potency is the fitted concentration of half-maximal effect; nearly all actives have a fitted effect of over 55% in size; many of its hits are not listed in these tables
Target sequence (P18054 whole entry, looked up): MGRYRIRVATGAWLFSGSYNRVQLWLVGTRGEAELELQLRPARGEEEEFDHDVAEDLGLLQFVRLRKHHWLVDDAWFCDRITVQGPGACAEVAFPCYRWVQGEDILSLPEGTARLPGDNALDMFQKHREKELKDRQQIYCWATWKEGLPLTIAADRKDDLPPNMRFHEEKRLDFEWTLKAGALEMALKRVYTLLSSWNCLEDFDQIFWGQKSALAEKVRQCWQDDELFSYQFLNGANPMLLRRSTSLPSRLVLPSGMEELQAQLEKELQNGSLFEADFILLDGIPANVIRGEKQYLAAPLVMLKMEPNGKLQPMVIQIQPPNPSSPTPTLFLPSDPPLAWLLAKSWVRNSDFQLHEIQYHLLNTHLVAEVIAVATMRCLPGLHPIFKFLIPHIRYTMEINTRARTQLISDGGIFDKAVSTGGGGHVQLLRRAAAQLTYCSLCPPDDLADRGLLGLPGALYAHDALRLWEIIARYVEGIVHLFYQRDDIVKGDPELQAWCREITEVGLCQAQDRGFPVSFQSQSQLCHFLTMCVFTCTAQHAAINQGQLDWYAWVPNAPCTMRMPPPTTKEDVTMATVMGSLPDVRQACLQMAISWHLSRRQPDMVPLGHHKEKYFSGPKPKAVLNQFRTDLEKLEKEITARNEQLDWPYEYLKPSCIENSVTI
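Purified human 12hLO (150 nM), preincubated 15 min with compound, then 40 uM arachidonic acid for 30 min, room temperature, Hepes pH 7.0 with 0.01% Triton X-100. Hydroperoxide detected by ferrous iron/xylenol orange; 573/405 nm absorbance ratio gives reaction progress.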
* = called active by the depositor; [ ] = remark or other dose. Unless noted, calls come from the whole dose curve; as a rule, active = well fitted curve in the direction sought with a large enough effect; inconclusive = small, poorly fitted or top-dose-only effect, or another doubt; inactive = no such curve, though single readings can be large; an effect the other way counts as inactive or inconclusive. Unless noted, % is set by controls: 0 for no effect and ±100 for the full control effect.

Results for COc1ccc(S(=O)(=O)N(C)C)cc1NCC(=O)Nc1ccc(Br)cc1F ?
PNC assembly inh: 0; 12-hLO inh: -12%

What do the screens show for `O=C(NCCCCCNC(=O)c1ccco1)c1ccco1`?
15-hLO-2 inh: 1%; IMPase cell inh: 3; PNC assembly inh: 30; 12-hLO inh: 2%

Results for Cc1nn(-c2ccccc2)c(N2CCCC2)c1/C=N/O ?
15-hLO-2 inh: -7%; IMPase cell inh: 4; PNC assembly inh: 20; 12-hLO inh: 3%

Results for O=C(Nc1ccc2ncccc2c1)Nc1ccc2ncccc2c1 ?
15-hLO-2 inh: 4%[11.4 µM]; 12-hLO inh: 0%[11.4 µM]

How did Cc1cccc(N(CC(=O)NCc2ccc3c(c2)OCO3)C(=O)CCC(=O)Nc2ccccn2)c1C do in these assays?
15-hLO-2 inh: 5%; IMPase cell inh: 14; PNC assembly inh: 23; 12-hLO inh: 2%

What do the screens show for `CCc1ccc2[nH]c(=O)c(CN(Cc3ccco3)S(=O)(=O)c3ccc4c(c3)OCCO4)cc2c1`?
15-hLO-2 inh: 0%; IMPase cell inh: -1; PNC assembly inh: 29; 12-hLO inh: -5%

Results for O=C(NCCc1ccc(Cl)cc1)C1CCN(S(=O)(=O)c2cccc3nonc23)CC1 ?
15-hLO-2 inh: -15%; IMPase cell inh: 3; PNC assembly inh: -27; 12-hLO inh: -2%

What do the screens show for `Cc1ccc(NS(=O)(=O)c2cc(OCC(N)=O)c(C)cc2Cl)cc1`?
PNC assembly inh: 1; 12-hLO inh: -1%

What do the screens show for `CCOC(=O)c1cnc(SCC(=O)c2ccc(Cl)cc2)nc1N`?
15-hLO-2 inh: -6%; IMPase cell inh: 4; PNC assembly inh: -5; 12-hLO inh: 0%

How did CC[N+](CC)(CC)CC[C@](O)(c1ccccc1)C1CCCCC1 do in these assays?
15-hLO-2 inh: 0%[25.6 µM]; IMPase cell inh: 16[20.6 µM]; 12-hLO inh: 3%[25.6 µM]

What do the screens show for `CC(C)(C)n1ncc2c(=O)n(CC(=O)N3CCCc4ccccc43)cnc21`?
15-hLO-2 inh: -24%; IMPase cell inh: 6; PNC assembly inh: 10; 12-hLO inh: 3%

What do the screens show for `c1cncc(C(c2nnnn2C2CCCCC2)N2CCN3CCCC3C2)c1` (stereo unspecified)?
PNC assembly inh: -2; 12-hLO inh: -5%

What do the screens show for `O=C1C2=C(Nc3cc([N+](=O)[O-])ccc3N2)O[C@@H]1c1ccc([C@H]2OC3=C(Nc4ccc([N+](=O)[O-])cc4N3)C2=O)cc1`?
15-hLO-2 inh: -5%[11.4 µM]; 12-hLO inh: -16%[11.4 µM]

What do the screens show for `Cc1ccc(NC(=O)COC(=O)/C=C/c2cccs2)cc1`?
PNC assembly inh: inconclusive; 12-hLO inh: -4%

What do the screens show for `Cc1cccc(N(C(=O)CNC(=O)c2ccco2)C(C(=O)NC2CCCC2)c2cccnc2)c1` (stereo unspecified)?
15-hLO-2 inh: -4%; IMPase cell inh: -2; PNC assembly inh: 21; 12-hLO inh: -4%

Next section, overlapping the part above by four compounds.
What do the screens show for `c1cncc(C(c2nnnn2C2CCCCC2)N2CCN3CCCC3C2)c1` (stereo unspecified)?
PNC assembly inh: -2; 12-hLO inh: -5%

What do the screens show for `O=C1C2=C(Nc3cc([N+](=O)[O-])ccc3N2)O[C@@H]1c1ccc([C@H]2OC3=C(Nc4ccc([N+](=O)[O-])cc4N3)C2=O)cc1`?
15-hLO-2 inh: -5%[11.4 µM]; 12-hLO inh: -16%[11.4 µM]

What do the screens show for `Cc1ccc(NC(=O)COC(=O)/C=C/c2cccs2)cc1`?
PNC assembly inh: inconclusive; 12-hLO inh: -4%

What do the screens show for `Cc1cccc(N(C(=O)CNC(=O)c2ccco2)C(C(=O)NC2CCCC2)c2cccnc2)c1` (stereo unspecified)?
15-hLO-2 inh: -4%; IMPase cell inh: -2; PNC assembly inh: 21; 12-hLO inh: -4%

How did O=C(N/N=C/c1cccc([N+](=O)[O-])c1)c1ccc(COc2ccccc2-c2ccccc2)cc1 do in these assays?
IMPase cell inh: 2; PNC assembly inh: 58; 12-hLO inh: 0%

Results for Cn1cccc1-c1nc2ccc(NC(=O)c3cccs3)cc2[nH]1 ?
15-hLO-2 inh: 1%[2.29 µM]; IMPase cell inh: 7; PNC assembly inh: inconclusive; 12-hLO inh: 7%

What do the screens show for `O=C(CSc1ccc(Cl)cc1)N1CCN(c2ncc(C(F)(F)F)cc2Cl)CC1`?
15-hLO-2 inh: 2%; IMPase cell inh: 20; PNC assembly inh: inconclusive; 12-hLO inh: -1%

What do the screens show for `CC(C)CNC(=O)COC(=O)c1cc(Cl)cc(Cl)c1N`?
15-hLO-2 inh: -10%; IMPase cell inh: -14; PNC assembly inh: 17; 12-hLO inh: 6%

What do the screens show for `N[C@@H](CCCP(=O)(O)O)C(=O)O`?
15-hLO-2 inh: 16%; IMPase cell inh: -2; 12-hLO inh: -2%

How did Cn1c(-c2ccc(Cl)cc2)ccc(C#N)c1=O do in these assays?
15-hLO-2 inh: 1%; IMPase cell inh: 9; PNC assembly inh: inconclusive; 12-hLO inh: 2%

Results for Cc1ccc(C(C(=O)NC2CCCC2)N(Cc2cccnc2)C(=O)c2snc(C(N)=O)c2N)o1 (stereo unspecified) ?
15-hLO-2 inh: -4%; IMPase cell inh: -4; PNC assembly inh: inconclusive; 12-hLO inh: -5%

Results for Cc1ccc(NC(=O)N(Cc2cccnc2)Cc2ccco2)cc1C ?
15-hLO-2 inh: -1%; IMPase cell inh: 5; PNC assembly inh: -19; 12-hLO inh: -5%

What do the screens show for `COC(=O)CSc1nnc(-c2ccc(S(=O)(=O)N3CCC(C)CC3)cc2)o1`?
15-hLO-2 inh: 0%; IMPase cell inh: 1; PNC assembly inh: -15; 12-hLO inh: 3%

Results for CCOc1ccccc1NC(=S)NC(=O)CCCOc1ccc(Cl)cc1Cl ?
15-hLO-2 inh: 16µM*; IMPase cell inh: 8; PNC assembly inh: 4; 12-hLO inh: inconclusive

How did Cc1cc(N2CCN(S(=O)(=O)c3ccc(C)c(C)c3)CC2)c2ccccc2n1 do in these assays?
15-hLO-2 inh: 23%; IMPase cell inh: 19; PNC assembly inh: 13; 12-hLO inh: -8%

How did N=c1n(CCO)c2ccccc2n1Cc1ccccc1Cl do in these assays?
15-hLO-2 inh: 24%; IMPase cell inh: 10; PNC assembly inh: inconclusive; 12-hLO inh: 1%

How did CCOC(=O)CSc1nnc(CSc2nc3sc4c(c3c(=O)[nH]2)CCC4)n1-c1ccccc1 do in these assays?
15-hLO-2 inh: -6%; IMPase cell inh: 4; PNC assembly inh: 16; 12-hLO inh: -1%

What do the screens show for `CC1CCCN(c2nc3c(c(=O)n(C)c(=O)n3C)n2CCSc2nc3ccccc3s2)C1` (stereo unspecified)?
15-hLO-2 inh: -5%; IMPase cell inh: 6; PNC assembly inh: 6; 12-hLO inh: -2%

How did CC(=O)NCC(=O)N(c1c(C)n(C)n(-c2ccccc2)c1=O)C1(C(=O)NC2CCCC2)CCCCC1 do in these assays?
15-hLO-2 inh: -4%; IMPase cell inh: -2; PNC assembly inh: 14; 12-hLO inh: -3%

How did OC(CNCCc1ccc(C(F)(F)F)cc1)COc1cccc2ccccc12 (stereo unspecified) do in these assays?
PNC assembly inh: inconclusive; 12-hLO inh: -4%

How did c1cncc(-c2nc3ccccc3[nH]2)c1 do in these assays?
15-hLO-2 inh: 3%; IMPase cell inh: -3; PNC assembly inh: 40; 12-hLO inh: 2%

What do the screens show for `Cc1cc(NC(=O)C2CC2)ncc1NC(=O)C12CC3CC(CC(C3)C1)C2`?
15-hLO-2 inh: 1%; IMPase cell inh: 2; PNC assembly inh: 29; 12-hLO inh: -6%

What do the screens show for `CCCCN(Cc1cc2ccccc2[nH]c1=O)S(C)(=O)=O`?
PNC assembly inh: inconclusive; 12-hLO inh: 4%

How did C=CCOn1c(C)c(C(C)=O)c2c3no[n+]([O-])c3ccc21 do in these assays?
IMPase cell inh: 17; PNC assembly inh: 9; 12-hLO inh: 6%

What do the screens show for `CCCCCCOC(=O)CCc1c(C)nc(N)[nH]c1=O`?
15-hLO-2 inh: -8%; IMPase cell inh: 1; PNC assembly inh: 29; 12-hLO inh: -1%

How did CCOC(=O)CNC(=O)CSc1nc2cccnc2n1Cc1ccccc1 do in these assays?
15-hLO-2 inh: 5%; IMPase cell inh: 10; PNC assembly inh: -80*; 12-hLO inh: -2%

Results for O=C(NCc1ccco1)/C(=C/c1ccco1)NC(=O)c1ccc(Br)o1 ?
IMPase cell inh: -1; PNC assembly inh: 1; 12-hLO inh: -2%

How did O=C(c1ccc(Cl)cc1)N1C2C=CC(C2)C1(C(F)(F)F)C(F)(F)F (stereo unspecified) do in these assays?
PNC assembly inh: 14; 12-hLO inh: -2%

How did CCOC(=O)C1CCCN(C(=O)c2ccc3c(c2)NC(=O)C(N2CCOCC2)S3)C1 (stereo unspecified) do in these assays?
15-hLO-2 inh: -3%; IMPase cell inh: 7; PNC assembly inh: -6; 12-hLO inh: 0%

What do the screens show for `O=C(Nc1ccc2nsnc2c1)NC1CCCCC1`?
15-hLO-2 inh: -26%; IMPase cell inh: 5; PNC assembly inh: 49; 12-hLO inh: -6%

How did CC1CCN(c2nc(Cl)nc(Nc3ccc([N+](=O)[O-])cc3)n2)CC1 do in these assays?
PNC assembly inh: 33; 12-hLO inh: -1%

What do the screens show for `Cc1ccc(-c2csc(N3CCC(NS(=O)(=O)c4ccc5c(c4)OCCO5)CC3)n2)cc1`?
15-hLO-2 inh: 42%[activator]; IMPase cell inh: 5; PNC assembly inh: 50; 12-hLO inh: -12%

How did O=C(CN1C(=O)NC2(CCCCCC2)C1=O)N1CCC(Cc2ccccc2)CC1 do in these assays?
IMPase cell inh: inconclusive; PNC assembly inh: -13; 12-hLO inh: 1%

Results for N#Cc1ccsc1NC(=O)CN1CCN(c2ccccc2O)CC1 ?
IMPase cell inh: -3; PNC assembly inh: inconclusive; 12-hLO inh: -2%

What do the screens show for `CCOc1nc(NCCN2CCOCC2)nc(Nc2ccc(C)cc2)n1`?
15-hLO-2 inh: 24%; IMPase cell inh: 4; PNC assembly inh: 15; 12-hLO inh: -3%

How did O=C1C2CCCN2C(c2ccccc2)N1c1nccs1 (stereo unspecified) do in these assays?
15-hLO-2 inh: -1%; IMPase cell inh: -6; PNC assembly inh: -2; 12-hLO inh: 5%

Results for CC(C)CCNC(=O)C1CC(=O)N(C2CCCC2)C1 (stereo unspecified) ?
15-hLO-2 inh: 7%; IMPase cell inh: -2; PNC assembly inh: 43; 12-hLO inh: -1%

What do the screens show for `O=C(Oc1ccc2[nH]cc(CCN3C(=O)c4ccccc4C3=O)c2c1)c1ccco1`?
15-hLO-2 inh: -14%; IMPase cell inh: 0; PNC assembly inh: 9; 12-hLO inh: -14%

How did OCCNCCOc1ccccc1F do in these assays?
15-hLO-2 inh: 4%; IMPase cell inh: 6; PNC assembly inh: -26; 12-hLO inh: 4%

How did Cc1ccc(NC(=O)CNC(=O)c2ccccc2F)cc1Cl do in these assays?
15-hLO-2 inh: -1%; IMPase cell inh: -5; PNC assembly inh: inconclusive; 12-hLO inh: 14%

Results for O=C(Nc1cccc(C(F)(F)F)c1)c1cccnc1N1CCOCC1 ?
PNC assembly inh: 25; 12-hLO inh: -1%

Results for Cc1ccc(C(=O)NC(C)c2ccc(F)cc2)cc1 (stereo unspecified) ?
IMPase cell inh: -12; PNC assembly inh: -28; 12-hLO inh: 0%

What do the screens show for `CCN(CCCn1c(=S)[nH]c2ncccc2c1=O)c1ccccc1`?
15-hLO-2 inh: -3%; IMPase cell inh: 2; PNC assembly inh: 9; 12-hLO inh: 1%

Results for CCn1c(N2CCN(C(=O)C34CC5CC(CC(C5)C3)C4)CC2)nc2ccccc21 ?
15-hLO-2 inh: 15%; IMPase cell inh: 9; PNC assembly inh: 31; 12-hLO inh: 5%

Outcome played no part in choosing rows; about 3.1% have a hit in one of these screens.
